# Cav3 T inh: blocks human Cav3.2 T-type calcium channel | O95180 | Cav3.2-expressing cells, Fluo-4 calcium fluorescence FDSS; hits give low values | B-score at 10 µM | 100,000 compounds, 4% hits | AID 449739;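 active means single-dose well whose peak fluorescence ratio is a statistical outlier from its plate by either plate-standardised score or position-corrected B-score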
# Numbers without * were called inactive. This is a subset; the hit share may differ from the screen's.
SMILES,Cav3 T inh
COc1ccc(C(=O)NCc2ccc(N3CCN(C(=O)OC(C)(C)C)CC3)cc2)cc1,-0.272
OC(COc1ccc(OCc2ccccc2)cc1)CN1CCCCC1 (stereo unspecified),0.201
COC(=O)C(NC(=O)c1ccccc1C)(Nc1ncc(S(=O)(=O)c2ccc([N+](=O)[O-])cc2)s1)C(F)(F)F (stereo unspecified),-7.77*
CCN(CC)CCCNC(=O)c1cc2c(-c3ccc(Cl)cc3)nn(C)c2s1,0.0313
Cc1noc(NS(=O)(=O)c2ccc(NC(=O)CSc3nnc(-c4ccccc4)n3C3CCCCC3)cc2)c1C,0.571
CCC1SC2=NC(C)=C(C(=O)OCC(C)C)C(/C=C/c3ccccc3OC)N2C1=O (stereo unspecified),-2.31
FC(F)(F)c1cc(-c2ccccc2)nc2ncnn12,-0.668
O=C(CN1CCSCC1)N/N=C/c1ccc(F)cc1,1.04
C[C@@H](NC(=O)c1nc[nH]c1C(=O)N[C@@H](CCCCNC(=O)OC(C)(C)C)C(=O)OC(C)(C)C)c1ccccc1,-1.34
c1ccc(COc2ccc(CNCc3cccs3)cc2)cc1,-2.12
CN(CP(=O)(O)CN(C)S(C)(=O)=O)S(C)(=O)=O,0.812
CCOC(=O)CSc1nnc(-c2ccc(S(=O)(=O)N3CCOCC3)cc2)n1-c1ccccc1,1.05
CC1(OC(=O)C2CCCC2)C(=O)C=C2C=C3CCCCN3C=C2C1=O (stereo unspecified),0.299
CN(C)c1ccc(NC(=O)CN2C(=O)CC(c3ccccc3)=Nc3ccccc32)cc1,0.398
COCCn1c(C)cc2c(c1=O)C(c1ccco1)C(C#N)=C(N)O2 (stereo unspecified),1.08
O=C(NCCCn1ccnc1)c1cc(-c2cccs2)on1,0.648
CC(=O)c1cccc(NC(=O)c2ccncc2)c1,0.132
CC(=O)Oc1ccc(C(=O)O)cc1OC(C)=O,0.261
Clc1ccc(C2CC(c3ccccc3)Nc3ncnn32)cc1 (stereo unspecified),-0.286
O=C(c1ccc(COc2ccc3c(c2)CCC3)o1)N1CCN(c2ccccc2)CC1,-3.24

# In a second layout: results already given
Cav3 T inh	compound
0.398	CN(C)c1ccc(NC(=O)CN2C(=O)CC(c3ccccc3)=Nc3ccccc32)cc1
1.08	COCCn1c(C)cc2c(c1=O)C(c1ccco1)C(C#N)=C(N)O2 (stereo unspecified)
0.648	O=C(NCCCn1ccnc1)c1cc(-c2cccs2)on1
0.132	CC(=O)c1cccc(NC(=O)c2ccncc2)c1

# (list continues)
SMILES,Cav3 T inh
CC1CN(C(=O)N[C@@H](Cc2ccccc2)C(=O)O)CC(C)O1 (stereo partly specified),1.74
Fc1ccc(CSc2nnc(-c3cc4c(s3)-c3ccccc3CC4)o2)cc1,-3.39*
CC(=O)c1c(C(C)=O)c(C)n(NC(=O)c2cccnc2)c1C,0.00709
Cc1nc(-c2ccccc2)sc1-c1nc(-c2cccnc2)ncc1S(=O)(=O)c1ccccc1,-5.04*
Cc1ccc(S(=O)(=O)N(C)c2ccc(OCC(=O)O)cc2)cc1,0.302
Cc1noc(C)c1S(=O)(=O)N1CCCC(C(=O)NC2CCCCC2)C1 (stereo unspecified),2.53
COCCNC(=O)Cn1cnc2ccc(S(=O)(=O)N3CCC(C)CC3)cc2c1=O,-0.219
Cc1c(C(=O)NC(=S)Nc2ccc3c4c(cccc24)CC3)cccc1[N+](=O)[O-],-0.529
C=CCC(NCc1ccccc1)c1ccc(C)o1 (stereo unspecified),0.254
O=C1CCC(=O)N1c1ccc(CSc2nnnn2C2CCCCC2)cc1,0.915
O=C(NCc1ccco1)C1OCCc2ccccc21 (stereo unspecified),0.157
Cc1ccc(C)n1-n1c(C)nc2scc(-c3cccs3)c2c1=O,-3.93*
Cc1ccc2cc3cc(C(=O)N4CC(C)CC(C)C4)oc3nc2c1 (stereo unspecified),-0.397
CCOC(=O)CCN(Cc1cccs1)S(=O)(=O)c1ccc(Cl)cc1,-3.15
Cc1ccc(C)c(NC(=S)NCCc2ccc(S(N)(=O)=O)cc2)c1,-1.17
Cc1c(NC(=O)c2ccc3c4c(cccc24)CC3)c(=O)n(-c2ccccc2)n1C,0.00117
COc1cc(OC)c(C2C(C#N)=C(N)OC3=C2C(=O)CC(C)C3)cc1OC (stereo unspecified),0.149
Cc1cc2cc(CCNC(=O)CC(C)(C)C)c(=O)[nH]c2cc1C,-0.395
COc1cc(C(=O)Nc2nccs2)c(Br)c(OC)c1OC,-1.62
O=C1Nc2cc(S(=O)(=O)N3CCCC3)ccc2N2CCCC12 (stereo unspecified),-2.06
COc1ccc(NC(=O)C2CC(c3ccc(OC)c(OC)c3)=NO2)cc1OC (stereo unspecified),1.49
Cc1cc(N2CCN(c3nc4ccccc4s3)CC2)n2ncnc2n1,0.644
Cc1nnc(SCC(=O)N(Cc2ccccc2)C(C)C)n1-c1ccccc1,1.66
C/C=C/C(=O)N1CC2(CC(c3cccc(NC(=O)/C(C)=C/C)c3)=NO2)C[C@H]1C(N)=O (stereo partly specified),0.275
C#CCOCCOCCOCCNc1nc(N2CCN(C(=O)Cn3cc(CCCN=C(N)N)nn3)CC2)nc(N2CCN(C(=O)[C@H](C(C)C)n3cc(CCO)nn3)CC2)n1,0.568
O=C(NC12CCC(O)C(SC1)/C2=N/O)c1ccccc1 (stereo unspecified),0.32
CC1(C)Cc2cccc(OCC(=O)N3CCN(S(=O)(=O)c4ccccc4F)CC3)c2O1,0.985
O=C(CN1CCN(c2nc(-c3ccc(Cl)cc3)cs2)CC1)NCc1ccco1,0.00102
Cc1cccc2cc(CN(Cc3cccnc3)C(=O)c3ccncc3)c(=O)[nH]c12,0.605
NC(=O)C1=C[C@@H](c2csc3ccccc23)C[C@@H](OCCCCO)O1,1.21

# Sorted by the number under Cav3 T inh (lowest first): some entries from above.
SMILES,Cav3 T inh
O=C(NC12CCC(O)C(SC1)/C2=N/O)c1ccccc1 (stereo unspecified),0.32
C#CCOCCOCCOCCNc1nc(N2CCN(C(=O)Cn3cc(CCCN=C(N)N)nn3)CC2)nc(N2CCN(C(=O)[C@H](C(C)C)n3cc(CCO)nn3)CC2)n1,0.568
Cc1cccc2cc(CN(Cc3cccnc3)C(=O)c3ccncc3)c(=O)[nH]c12,0.605
NC(=O)C1=C[C@@H](c2csc3ccccc23)C[C@@H](OCCCCO)O1,1.21

# Following part.
SMILES,Cav3 T inh
CCOc1ccccc1C1C(C#N)=C(N)Oc2cc(N)ccc21 (stereo unspecified),0.132
O=c1[nH]nc(Cc2ccc(-c3cccc(Cl)c3)o2)c2ccccc12,0.619
CC(C)[C@@H]1NC(=O)c2cc([N+](=O)[O-])cc(I)c2NCC[C@@H](C(N)=O)NC(=O)[C@H](CO)NC1=O,0.0568
O=C(NCCCn1ccnc1)C1CC2CCC1C2 (stereo unspecified),0.142
CCCOc1ccc(-c2nc(OCC)c3ccccc3n2)cc1,0.0575
COCCn1c(-c2ccccc2)cnc1N,0.663
COc1ccc(-n2c(COc3cccc4ccccc34)nnc2SCC(=O)NCc2ccco2)cc1,-2.58
Cc1nc(NCc2ccc3c(c2)OCO3)c2nnn(Cc3ccccc3)c2n1,-0.109
O=C(CSc1nnnn1-c1ccccc1)Nc1ncc2c(n1)CC(c1ccco1)CC2=O (stereo unspecified),1.05
C=CCN1C(=O)C(Cc2ccc(OC)cc2)S/C1=N\N=C\c1cccs1 (stereo unspecified),-1.1
Cc1ccccc1S(=O)(=O)Cc1ccc(C(=O)O)o1,1.24
c1ccc(Oc2nc(NCc3ccco3)nc(NCc3ccco3)n2)cc1,-0.751
CCn1c(CNC(=O)c2ccco2)nnc1SCC(=O)Nc1cc(C(F)(F)F)ccc1Cl,-4.48*
O=C(Nc1ncccn1)C1CCCN1S(=O)(=O)c1ccc(Cl)c(Cl)c1 (stereo unspecified),0.919
CCOC(=O)c1cc(NC(=O)OC)c(C)nc1C,0.375
CC(C)(C)OC(=O)N[C@@H](Cc1ccccc1)C(=O)N1CCC(C(=O)O)CC1,0.0887
COc1cc2sc(C)nc2c2sccc12,-0.225
Cc1ccc(Oc2ccc(OCC(=O)OC3CCS(=O)(=O)C3)cc2)cc1 (stereo unspecified),-0.838
O=C(Nc1ccc2nc(-c3ccco3)[nH]c2c1)c1cccs1,-0.105
O=C(NC(Cc1c[nH]c2ccccc12)C(=O)O)c1ccccc1 (stereo unspecified),0.476
CC(=O)c1ccc(NC(=O)Nc2ncn(Cc3cccc(C)c3)n2)cc1,0.831
N=c1c[n+](-c2ccc(Cl)cc2)[n-]o1,0.305
O=C(CCCN1CC=C(n2c(=O)[nH]c3ccccc32)CC1)c1ccc(F)cc1,-0.88
Cc1ccc(SCc2cc(=O)[nH]c(N3CCCCC3)n2)cc1,-1.35
O=C(NCCSc1ccccc1)c1cncc(Br)c1,-0.0991
Cc1nc(Cl)c(C#N)cc1-c1ccccc1,-1.5
Cc1cccc(NC(=S)N2CCC(c3nc4ccccc4s3)CC2)c1,-0.659
O=C(NC1CCCCC1)C1CC=CCC1C(=O)OCC(Cl)=C(Cl)Cl (stereo unspecified),-7.53*
COc1cc(C(=O)Nc2cccc3cccnc23)cc(OC)c1OC,-0.248
FC(F)(F)c1cc(-c2ccccc2)nc(N2CCCCC2)n1,-0.989
CCCC(=O)Nc1nn(C)c2nc3c(C)cccc3cc12,-0.0517
O=C(COc1ccccc1)NCc1ccc2c(c1)OCO2,-1.91
Cc1ccc2c(c1)C1CN(C)CCC1N2C(=O)Nc1ccc(Cl)cc1 (stereo unspecified),-1.52
COc1ccc(S(=O)(=O)Cc2ccc(C(=O)NC3CC3)o2)cc1,0.106
Cc1ccc(NC(=O)C2(c3ccccc3)CCCC2)nc1,-1.76
CCOC(=O)N1CCC(NC(=O)CN2C(=O)CSc3ncccc32)CC1,-0.00237
CC(NC(=O)c1cccnc1)c1ccc2c(c1)OCO2 (stereo unspecified),0.977
CCCc1cc(C(N)=O)c(NC(=O)c2ccco2)s1,-0.372
O=C(CCn1nnc2ccccc21)Nc1nnc(-c2ccccc2F)s1,-0.111
O=C(NC1CCCCCC1)c1ccc(S(=O)(=O)NCc2ccco2)cc1,-1.71
CC(C)C(=O)Nc1sc2c(c1C#N)CCCCC2,-1.74
CCOc1ccc2oc(=O)cc(C)c2c1,-0.0278
Cc1cc(C(F)(F)F)c2c(C)nn(CCc3nn[nH]n3)c2n1,1.38
C=CCn1c(-c2cc(OC)cc(OC)c2)n[nH]c1=S,0.981
CC(CC(C)C(=O)N1CCOCCN(C(=O)C(C)CC(C)C(=O)O)CCOCC1)C(=O)O (stereo unspecified),-0.172
CS(=O)(=O)N(CCC(=O)O)Cc1ccccc1,0.54
CCCOc1ccc(Br)cc1/C=N/O,-4.87*
Cc1cc(C)c2c(-n3cccc3)c(C(=O)O)sc2n1,-0.141
Cc1ccc2c(c1)NC(=O)C(CC(=O)NCCCN1CCCC1)O2 (stereo unspecified),0.0439
COCCCn1c2nc3ccccc3nc2c2c(=O)n(CC3CCCO3)cnc21 (stereo unspecified),1.93

# Quoted from the listing:
# O=C(Nc1ccc2nc(-c3ccco3)[nH]c2c1)c1cccs1 | Cav3 T inh = -0.105
# COc1cc(C(=O)Nc2nccs2)c(Br)c(OC)c1OC | Cav3 T inh = -1.62

# Additional compounds follow.
SMILES,Cav3 T inh
CCOc1ccc(S(=O)(=O)n2cnc3cc(C)c(C)cc32)cc1,-2.47
NC(=O)c1ccccc1N/C=C/C(=O)c1ccc(Cl)cc1Cl,0.862
COc1ccc(CCCC(=O)O)c(C)c1,0.648
CC(=O)Cc1nsc(NC(=O)c2ccc(-c3cccc(C(F)(F)F)c3)o2)n1,0.237
COc1c(C)cc(Br)cc1C(=O)Nc1cccc(-c2nc3ncccc3o2)c1,-1.31
CC(C)(C)N1OC2CC1c1nc3ccccc3n1C2 (stereo unspecified),0.00325
Cc1cc(C)nc(N2CCC(C(=O)NCc3ccco3)CC2)n1,1.52
Cc1ccccc1-c1nn[nH]n1,0.226
Cc1cc(NC(=O)c2cc(C(C)C)on2)no1,0.292
O=C1NN(c2ccccc2)C(=O)/C1=C\c1cccc(OC(=O)c2cccs2)c1,1.5
CCOc1ccc(C(Nc2ccc(C)cc2)P2(=O)OCCC(C)O2)cc1 (stereo unspecified),0.782
O=C(c1ccc(Cl)cc1)N1CCC(O)(CSc2ccc(Cl)cc2Cl)CC1,-2.1
COc1cc(O)c(C(CCN2CCCC(C)C2)c2cc(OC)c(OC)c(OC)c2)c(OC)c1 (stereo unspecified),-0.86
CC[C@@H]1CC=C[C@H]2[C@H]1C(=O)N(Cc1ccccc1)[C@H]2c1ccc(OC)c(Cl)c1,-0.71
CC1(C)CC(=O)C(C=NCCN2CCN(CCCCS(=O)(=O)O)CC2)=C(O)C1,-0.565
CC1CCCCN1C(=O)Cn1c(=O)n(C2CCCCC2)c(=O)c2ccccc21 (stereo unspecified),0.817
O=C(Cc1ccc2c(c1)OCCO2)c1c(O)cc(O)cc1O,-1.48
C(/CCc1ccccc1)=N\n1cnnc1,0.0333
Cc1nn(-c2ccccc2)c(C)c1/C=N/NC(=O)c1cc(-c2ccc(Br)s2)[nH]n1,-3.01
Cc1cc(C)nc(-n2nc(C)c3c(C(F)(F)F)cc(=O)[nH]c32)n1,-0.715
COc1ccc(CCN2CC3=C(C2=O)C(c2ccccc2)NC(=O)N3C)cc1OC (stereo unspecified),0.214
CCOC(=O)Oc1ccc2oc(=O)cc(C)c2c1,0.491
NC(=O)c1ccc(NCc2ccco2)c([N+](=O)[O-])c1,0.537
CC1CCCN(C(=O)c2cc(F)c(F)cc2Cl)C1 (stereo unspecified),0.0219
Cc1ccc(OC(=O)c2ccc(C)c(C)c2)cn1,-0.841
O=C(O)CCCCCNc1nc2ncn(Cc3ccccc3)c2c(=O)[nH]1,0.049
CCN(CCNC(=O)C1CCCN(S(=O)(=O)c2cnc[nH]2)C1)c1ccccc1 (stereo unspecified),1.4
CCCCOc1ccc(-c2nnn(CC(=O)Nc3ncc(CC(=O)OCC)s3)n2)cc1,-2.36
